Screening data from PubChem.
VEEV TC-83 Vero = inhibitors of VEEV TC-83 cytopathic effect, confirmation, Vero cells (AID 588727). Vero cells, VEEV TC-83 cytopathic effect inhibition; higher % means a stronger effect. inhibition, % at 20 µM, or IC50 in µM where a hit was titrated. 350,000 compounds, 0.13% hits; in the data active means a potency from the dose series; inconclusive means inhibition mostly from about 14% at the one dose, without a potency; inactive means the rest, 99 in 100 with inhibition below about 12%; further: strong numbers were not always called active
H1N1 NS1A inhibition = NS1A inhibition, H1N1 influenza, cell based functional assay (AID 504329) | one-dose inhibition, % at 12.5 µM; IC50 in µM for titrated hits | 340,000 compounds, 0.3% hits | NS1A functional cell-based assay, percent inhibition; higher % means a stronger effect; in the data active means a potency from the dose series; inconclusive means inhibition above about 27% without an active follow-up result; further: strong numbers were not always called active
Salmonella PhoP GFP = PhoP regulon inhibitors, Salmonella typhi PhoP promoter GFP reporter, confirmatory (AID 1850). Salmonella Typhi PhoP-promoter GFP reporter, fluorescence, 4 h; higher % means a stronger effect. inhibition, % at 50 µM, or IC50 in µM where a hit was titrated. 310,000 compounds, 0.33% hits; in the data active means a potency from the dose series; inconclusive means inhibition mostly from about 25% at the one dose, without a potency; inactive means the rest, 99 in 100 with inhibition below about 19%;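 further: 0% = induced wells with vehicle and 100% = uninduced wells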
H37Rv inhibition = M. tuberculosis growth inhibition, HTS (AID 449762); M. tuberculosis H37Rv growth inhibition, 7H9 media; higher % means a stronger effect; one-dose inhibition, % at 25 µM; IC50 in µM for titrated hits; 330,000 compounds, 0.59% hits; in the data active means a potency from the dose series; inconclusive means inhibition above about 70% without an active follow-up result;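 further: bacterial growth assessed after seven days of incubation; strong numbers were not always called active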
M. tuberculosis = growth inhibition of non-replicating M. tuberculosis (AID 488890); 320,000 compounds, 0.39% hits; inhibition, % at 25 µM, or IC50 in µM where a hit was titrated; Mycobacterium tuberculosis non-replicating, growth inhibition; higher % means a stronger effect; in the data active means a potency from the dose series; inconclusive means inhibition mostly from about 82% at the one dose, without a potency; inactive means the rest, 99 in 100 with inhibition below about 76%;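 further: plate controls were DMSO cells for no effect and high antibiotic wells for full effect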
VEEV TC-83 Vero 10K pilot screen = further read-out of VEEV TC-83 Vero, marked with its call; inhibition, %; measured here: 10K pilot screen inhibition
Numbers without * were called inactive; i = inactive; ? = inconclusive; · = not tested or not shown. Rows are unselected. About 1.4% of those tested had a hit in this group.

SMILES	VEEV TC-83 Vero	H1N1 NS1A inhibition	Salmonella PhoP GFP	H37Rv inhibition	M. tuberculosis	others
CCC(C)C(NC(=O)OC(C)(C)C)C(=O)NC(C(=O)NC(C)C(N)=O)C(C)C (stereo not given)	0.2%	-4%	4%	4%	-4%
COc1cc(OC)c2c(-c3cccc(-c4ccc(OC)c(OC)c4)c3)cc(=O)oc2c1	9.0%	-15%	·	·	·
COc1cc(CC(=O)OCC(=O)Nc2ccc3c(c2)OCCO3)cc(OC)c1OC	0.1%	2%	-7%	4%	4%
COCCCNCCCCOc1ccc(C)cc1[N+](=O)[O-]	0.1%	18%	-4%	-6%	-15%
Cc1cccc(NCC(=O)N/N=C\c2ccc[nH]2)c1	0.0%	-24%	-3%	-1%	-8%
CCCCn1c(O)c(C(CC)=NCCc2ccccc2)c(=O)[nH]c1=O	6.8%	-5%	-27%	7%	28%
Cc1cc(C(=O)N2CCCc3ccccc32)no1	4.0%	1%	-4%	-5%	3%
CN(C(=O)COC(=O)c1cc2c(s1)CCCCC2)C1CCS(=O)(=O)C1 (stereo not given)	3.0%	-9%	-11%	-17%	-7%
CC(=O)c1ccc(N(C(=O)CNC(=O)c2ccco2)C(C(=O)NC2CCCC2)c2cccnc2)cc1 (stereo not given)	0.1%	-4%	2%	3%	5%
CCc1ccccc1NC(=S)N(CCCN1CCN(C)CC1)Cc1cccs1	i	2%	-5%	1%	21%
CC(C)c1cc(=O)oc2c3c4c(cc12)CCCN4CCC3	0.7%	-6%	-2%	-15%	20%
COc1ccc(Cn2nnnc2C(c2ccc(N(C)C)cc2)N2CCC(C)CC2)cc1 (stereo not given)	8.4%	26%	1%	-1%	10%
COc1ccccc1N1CCN(C(=O)CSc2ncccc2-c2nc3ccccc3[nH]2)CC1	1.8%	-1%	-3%	14%	29%
CN1CCCN(C(=O)c2ccc(Br)cc2)CC1	0.2%	-3%	-11%	4%	18%
CC(C)c1onc(C(=O)N2CCCCC2C)c1[N+](=O)[O-] (stereo not given)	i	5%	-1%	2%	-6%

The list goes on, starting with the last three of the part before.
SMILES	VEEV TC-83 Vero	H1N1 NS1A inhibition	Salmonella PhoP GFP	H37Rv inhibition	M. tuberculosis	others
COc1ccccc1N1CCN(C(=O)CSc2ncccc2-c2nc3ccccc3[nH]2)CC1	1.8%	-1%	-3%	14%	29%
CN1CCCN(C(=O)c2ccc(Br)cc2)CC1	0.2%	-3%	-11%	4%	18%
CC(C)c1onc(C(=O)N2CCCCC2C)c1[N+](=O)[O-] (stereo not given)	i	5%	-1%	2%	-6%
CC(C)Oc1ccc(C2CC(=O)N(c3ccc(N(C)C)cc3)C2=O)cc1 (stereo not given)	3.9%	-9%	-10%	2%	2%
Brc1ccccc1-c1cnco1	i	3%	15%	-3%	27%
O=C(Cc1ccc(Br)cc1)N1CCN(c2ccc(F)cc2)CC1	i	0%	5%	25%	58%
CC(C)NC(=O)CN(C(=O)CCC(=O)Nc1nccs1)c1ccc2c(c1)OCO2	3.5%	-4%	4%	6%	-1%
O=c1[nH]c(SCCOc2ccccc2F)nc2ccccc12	5.8%	-8%	11%	10%	17%
Cc1n[nH]c(C)c1-c1nc2ccccc2[nH]1	i	3%	13%	6%	3%
C=C(C)COc1ccc2c(C)c(CC(=O)OC)c(=O)oc2c1C	3.9%	-3%	-10%	3%	64%
CC(C)=CC1C(C(=O)Nc2ccc(Br)cn2)C1(C)C (stereo not given)	3.1%	-5%	4%	?	3.6µM*
O=S(=O)(NC(CO)Cc1ccccc1)c1cc(Cl)ccc1F (stereo not given)	i	-7%	·	·	·
Cc1ccc(C(=O)N/N=C(/CC(=O)c2cccs2)C(F)(F)F)cc1	1.9%	-6%	-8%	3µM*	?
CCOC(=O)C1=C(C)N(CCCC(=O)O)C(=O)NC1c1ccc(OC)cc1 (stereo not given)	0.3%	-21%	-2%	-5%	-6%
Cc1c(CCO)c(=O)n(-c2ccccc2)n1S(=O)(=O)c1c(Cl)cc(Cl)cc1Cl	i	0%	-9%	-3%	12%
CC(C)N(Cc1ccccc1)S(=O)(=O)N(C)C	i	-1%	-4%	-10%	-2%
Cc1noc(C)c1C(=O)Nc1nc(-c2ccc([N+](=O)[O-])cc2)cs1	3.5%	-8%	-12%	45%	-7%
COC(=O)[C@]1(C)N[C@H](c2ccc(-c3cccc(Cl)c3)cc2)[C@@H]2C(=O)N(C)C(=O)[C@@H]21	0.2%	-1%	·	3%	40%

Some of these compounds in order of count of non-hydrogen atoms, smallest number first:
SMILES	VEEV TC-83 Vero	H1N1 NS1A inhibition	Salmonella PhoP GFP	H37Rv inhibition	M. tuberculosis	others
Brc1ccccc1-c1cnco1	i	3%	15%	-3%	27%
Cc1n[nH]c(C)c1-c1nc2ccccc2[nH]1	i	3%	13%	6%	3%
CC(C)N(Cc1ccccc1)S(=O)(=O)N(C)C	i	-1%	-4%	-10%	-2%
CC(C)=CC1C(C(=O)Nc2ccc(Br)cn2)C1(C)C (stereo not given)	3.1%	-5%	4%	?	3.6µM*
CC(C)c1onc(C(=O)N2CCCCC2C)c1[N+](=O)[O-] (stereo not given)	i	5%	-1%	2%	-6%
O=S(=O)(NC(CO)Cc1ccccc1)c1cc(Cl)ccc1F (stereo not given)	i	-7%	·	·	·
O=C(Cc1ccc(Br)cc1)N1CCN(c2ccc(F)cc2)CC1	i	0%	5%	25%	58%
Cc1ccc(C(=O)N/N=C(/CC(=O)c2cccs2)C(F)(F)F)cc1	1.9%	-6%	-8%	3µM*	?
CC(C)Oc1ccc(C2CC(=O)N(c3ccc(N(C)C)cc3)C2=O)cc1 (stereo not given)	3.9%	-9%	-10%	2%	2%
CCOC(=O)C1=C(C)N(CCCC(=O)O)C(=O)NC1c1ccc(OC)cc1 (stereo not given)	0.3%	-21%	-2%	-5%	-6%
Cc1c(CCO)c(=O)n(-c2ccccc2)n1S(=O)(=O)c1c(Cl)cc(Cl)cc1Cl	i	0%	-9%	-3%	12%
COC(=O)[C@]1(C)N[C@H](c2ccc(-c3cccc(Cl)c3)cc2)[C@@H]2C(=O)N(C)C(=O)[C@@H]21	0.2%	-1%	·	3%	40%
COc1ccccc1N1CCN(C(=O)CSc2ncccc2-c2nc3ccccc3[nH]2)CC1	1.8%	-1%	-3%	14%	29%

Other entries follow.
SMILES	VEEV TC-83 Vero	H1N1 NS1A inhibition	Salmonella PhoP GFP	H37Rv inhibition	M. tuberculosis	others
Cc1cc(Nc2ccc(C)c(F)c2)n2ncnc2n1	6.7%	4%	-2%	-4%	18%
O=C(NCCc1ccccc1)c1ccc(-c2ccccc2C(F)(F)F)o1	·	·	4%	10%	55%
O=C(CSc1nnc(Cc2ccccc2)n1-c1ccccc1)N1CCOCC1	2.5%	-2%	3%	5%	5%	VEEV TC-83 Vero 10K pilot screen=0.0
CCCCc1ccc(Nc2ncnc3nc[nH]c23)cc1	5.1%	-12%	-3%	6%	·
CC(C)N1CCN(C(=O)c2ccc([N+](=O)[O-])cc2)CC1	0.2%	·	13%	-6%	-12%
COc1ccc(/C=C2\SC(=S)N(CCC(=O)Nc3cccc(O)c3)C2=O)cc1OC	0.8%	-8%	-5%	-4%	-10%
COc1ccc(C(=O)NCC(=O)OCc2cccc(Br)c2)cc1	0.2%	-13%	2%	2%	14%
O=C(NNC(=O)c1cc(Cl)ccc1O)c1ccc(NS(=O)(=O)c2cccs2)cc1	1.6%	-8%	6%	4%	-13%
Cc1ccc2c(CN3CCCCC3)cc(=O)oc2c1	0.5%	-1%	-9%	3%	-14%
O=C(/C=C/c1cccc([N+](=O)[O-])c1)NCCc1ccc(F)cc1	1.0%	-7%	-3%	-3%	5%
O=C(CNC(=O)c1ccco1)Nc1ccc(OC(F)F)cc1	1.2%	-14%	7%	-2%	-14%
